# Assay outcomes: PubChem, National Center for Advancing Translational Sciences (NCATS)
# Anesthetic bind – candidate novel general anesthetic via apoferritin binding. apoferritin/1-aminoanthracene competitive binding, fluorescence. actives 0.074% (n = 350,000). Potency, µM (top dose mostly 77.5 µM), for inactives: top-dose activity change, negative = displacement, usual class: inhibitors. AID 485281. P02791; further: potency means the concentration at half of the fitted maximal effect; on the % scale 0 is the no-effect control and ±100 the full control effect; nearly all actives have a fitted effect of over 20% in size
# Target sequence (P02791 2-175 limits assumed): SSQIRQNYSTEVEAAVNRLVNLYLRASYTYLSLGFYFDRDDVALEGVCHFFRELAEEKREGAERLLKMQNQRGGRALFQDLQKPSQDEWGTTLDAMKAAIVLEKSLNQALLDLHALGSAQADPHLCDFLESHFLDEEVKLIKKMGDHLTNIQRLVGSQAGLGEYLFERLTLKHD
#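 Apoferritin-based anesthetic binding model; compound displacement of fluorescent 1-AMA measured as endpoint fluorescence after 10 minutes at room temperature, scaled to free-ligand and complex controls.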
# APE1 inh – APE1 (human) endonuclease inhibition. P27695. recombinant APE1, TAMRA/BHQ-2 abasic DNA cleavage fluorescence. Potency, µM (series often up to 65.8 µM), inactives show at the top dose activity change, negative = inhibition, actives largely listed as inhibitors. actives 0.35% (n = 350,000);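 further: potency means the concentration at half of the fitted maximal effect; plate controls were vehicle for no effect and reference inhibitor for full effect; nearly all actives have a fitted effect of over 55% in size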
#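 Incision of a quenched TAMRA/BHQ-2 THF abasic-site duplex (50 nM) by 0.75 nM APE1, after 15 min compound preincubation, measured as fluorescence increase over three 60 s reads. Values normalized to buffer, DMSO and NSC13755 control wells.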
# LDHA block – blocks human lactate dehydrogenase A. AID 1347041. actives 0.15% (n = 480,000). activity change, % (values are at about 110 or 230 µM). purified LDHA, NADH/diaphorase-resazurin fluorescence; active compounds read low; in the data active means activity change below about -30%; inconclusive means mostly about -25% to -30%;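 further: plate controls were DMSO wells for no effect and wells without enzyme for full effect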
#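 Human LDH5 (2 nM) was incubated with 0.06 mM NADH and 0.2 mM pyruvate for 5 min at room temperature in Tris pH 7.4. Remaining NADH was coupled through diaphorase/resazurin, and resorufin fluorescence was read at 0 and 20 min.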
# ERG-DNA inh – inhibitors of human ERG Ets domain-DNA interaction; P11308; fluorescence polarization, His-ERG Ets domain / labelled DNA; Potency, µM (titrated, usually from 76.9 µM), for inactives: top-dose FP activity, negative = inhibition, usual class: inhibitors; actives 0.028% (n = 370,000); AID 624246; active means well fitted inhibition curve with a large enough effect in the polarisation, with a control signal flat; inconclusive means small, poorly fitted or top-dose-only effect, or effect the other way, or a change in a side signal; inactive means no such curve, though single readings can be large or run the other way; the % refers to the polarisation;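 further: polarization taken with two DNA probes labelled with fluorescein and Texas red; potency means the concentration at half of the fitted maximal effect; % of control where 0% means no effect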
#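 His-tagged ERG Ets domain (1 uM in the protein solution; 300mM KCl, 50mM Tris-HCl, 1mM EDTA, 1mM DTT, pH 7.5) received compound, then a probe mix of 5 nM fluorescein-DNA and 100nM Texas-615-DNA. Fluorescence polarization was read for both dyes.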
# Pol beta inh – DNA polymerase beta (human) inhibition; P06746; Pol beta primer extension/strand displacement, fluorescence kinetic; Potency, µM (titrated, usually from 114 µM), for inactives: at the top dose activity change, negative = inhibition, actives largely listed as inhibitors; actives 1.3% (n = 340,000); further: potency means the concentration at half of the fitted maximal effect; on the % scale 0 is the no-effect control and ±100 the full control effect
#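 Reaction started by 50 nM substrate onto compound-treated Pol beta (10 nM, 15 min preincubation, room temperature); plates read at 0 min and 10 min. Normalized concentration-effect data fitted by four-parameter Hill equation.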
# Pol eta inh – blocks human DNA polymerase eta activity; actives 1.2% (n = 390,000); recombinant Pol eta, fluorescent DNA replication assay; Potency, µM (titrated, usually from 114 µM), for the others: top-dose activity change, negative = inhibition, most hits filed as inhibitors; AID 588591; Q9Y253; further: potency means the concentration at half of the fitted maximal effect; on the % scale 0 is the no-effect control and ±100 the full control effect
#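 Pol eta at 10 nM preincubated with compounds 15 min at room temperature; reaction started with fluorescent substrate (50 nM final) and read kinetically at 0 and 10 min.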
# RGS4 inhibitor – inhibitors of human regulator of G protein signaling 4; P49798; Transcreener GDP fluorescence polarization, RGS4-accelerated GTP hydrolysis; Potency, µM (series often up to 114 µM), without a hit: at the highest dose activity change, negative = inhibition, actives largely listed as inhibitors; actives 0.039% (n = 390,000); further: potency means the concentration at half of the fitted maximal effect; on the % scale 0 is the no-effect control and ±100 the full control effect; nearly all actives have a fitted effect of over 75% in size; some results filed as inactive show a strong effect at the top dose
# Target sequence (P49798 whole entry, looked up): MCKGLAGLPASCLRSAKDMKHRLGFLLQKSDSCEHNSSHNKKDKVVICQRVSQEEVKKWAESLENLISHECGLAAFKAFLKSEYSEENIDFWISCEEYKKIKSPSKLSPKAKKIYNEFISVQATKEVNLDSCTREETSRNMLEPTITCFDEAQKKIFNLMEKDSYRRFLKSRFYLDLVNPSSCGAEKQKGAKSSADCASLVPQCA
#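 MLSMR compounds (23 nl, pin-transferred) preincubated 10 min at room temperature with a 500nM (2x) first reagent, then RGS4 at 900nM (2x) plus Transcreener GDP mix added; fluorescence polarization (620/688 nm) read before and after 90 min at 30 °C.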
# Pol kappa inh – blocks human DNA polymerase kappa activity. Q9UBT6. AID 588579. actives 0.53% (n = 400,000). Potency, µM (series often up to 107 µM), without a hit: at the top dose activity, negative = inhibition, usual class: inhibitors. purified Pol kappa, fluorescent DNA synthesis assay, 10 min; further: potency means the concentration at half of the fitted maximal effect; on the % scale 0 is the no-effect control and ±100 the full control effect
#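 Activity was followed as the change in fluorescence between reads at 0 and 10 min after starting the reaction with 50 nM substrate. Beforehand, 10 nM polymerase had been preincubated with compound for 15 min at room temperature.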
# ALOX12 inh – inhibitors of human 12S-lipoxygenase ALOX12 | purified 12hLO, xylenol orange hydroperoxide absorbance | P18054 | actives 1.1% (n = 580,000) | Potency, µM (highest dose often 108 µM), for the others: at the highest dose activity change, negative = inhibition, actives largely listed as inhibitors; further: potency means the concentration at half of the fitted maximal effect; on the % scale 0 is the no-effect control and ±100 the full control effect
# Target sequence (P18054 whole entry, looked up): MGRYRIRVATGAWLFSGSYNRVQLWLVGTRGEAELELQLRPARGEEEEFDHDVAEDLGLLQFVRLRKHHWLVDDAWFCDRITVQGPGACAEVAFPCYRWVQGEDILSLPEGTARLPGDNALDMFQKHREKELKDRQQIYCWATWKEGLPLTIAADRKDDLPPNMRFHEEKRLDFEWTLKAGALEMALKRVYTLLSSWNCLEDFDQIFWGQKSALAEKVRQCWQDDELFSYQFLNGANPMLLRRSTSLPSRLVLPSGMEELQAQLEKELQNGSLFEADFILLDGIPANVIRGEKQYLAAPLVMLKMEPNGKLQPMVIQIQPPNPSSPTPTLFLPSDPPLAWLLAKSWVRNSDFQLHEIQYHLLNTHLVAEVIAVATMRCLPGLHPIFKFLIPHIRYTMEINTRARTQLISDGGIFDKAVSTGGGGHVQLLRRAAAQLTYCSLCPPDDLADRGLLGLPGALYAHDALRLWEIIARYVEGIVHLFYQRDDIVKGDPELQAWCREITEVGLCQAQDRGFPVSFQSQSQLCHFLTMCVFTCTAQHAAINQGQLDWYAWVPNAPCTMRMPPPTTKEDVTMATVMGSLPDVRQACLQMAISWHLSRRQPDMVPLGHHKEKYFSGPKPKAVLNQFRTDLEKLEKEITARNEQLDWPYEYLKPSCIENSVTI
#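 Hydroperoxide product was detected by ferrous iron/xylenol orange as the 573 to 405 nm absorbance ratio. Arachidonic acid at 40 uM (final) was turned over for 30 min at room temperature by 150 nM human 12hLO, pH 7.0 Hepes buffer, after 15 min compound preincubation.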
# Numbers without * were called inactive; i = inactive; ? = inconclusive; . = no result given; [ ] = dose if it differs, or a comment. Unless noted, the call rests on the fitted dose curve; in most records, active means well fitted curve in the direction sought with a large enough effect; inconclusive means small, poorly fitted or top-dose-only effect, or another doubt; inactive means no such curve, though single readings can be large; an effect the other way counts as inactive or inconclusive. Not all compounds are listed; rates above refer to the full screens.
entry	Structure	Anesthetic bind	ERG-DNA inh	RGS4 inhibitor	Pol beta inh	ALOX12 inh	Pol kappa inh	APE1 inh	Pol eta inh	LDHA block
1	COc1ccccc1/C=C\C(=O)NCC(=O)N/N=C(\C)Cc1ccccc1	-10%	0%	12%	-16%	0%	-10%	3%	5%	-10
2	CCOc1cccc(/C=N/NC(=O)CC2C(=O)NN=C2C)c1O (centres undefined)	-6%	2%	-2%	-6%	-2%	-2%	-4%	-22%	3
3	CCCC1(c2ccccc2)NC(=O)N(CCN2C(=O)c3ccccc3C2=O)C1=O (centres undefined)	-12%	2%	-2%	2%	.	0%	-3%	-10%	-6
4	[O-]/C(=C(\C(=S)Nc1cccc2ccccc12)[n+]1cccc(CO)c1)c1ccc(Cl)s1	-9%	2%	?	8%	?	-2%	-7%	-16%	8
5	CN1CCN(c2ccc([N+](=O)[O-])c(Sc3nc4ccccc4[nH]3)c2)CC1	?	-6%	-2%	0%	0%	-30%	-3%	-8%	-2
6	COc1ccc(-c2cc(C(F)(F)F)nc(SCCC(=O)Nc3cccc(O)c3)n2)cc1	?	9%	-22%	?	3%	-18%	.	-15%	-5
7	CCOc1ccc(NS(=O)(=O)c2ccc(NC(=O)c3ccccn3)cc2)cc1	.	6%	5%	.	0%	-8%	-20%	-2%	-1
8	Cc1cc(=O)[nH]c2ccc(S(=O)(=O)N3CCOCC3)cc12	0%	-5%	-2%	17%	-9%	6%	40%	-8%	-3
9	CC(=O)Nc1ccc(Nc2ncnc3sc4c(c23)CCCC4)cc1	-4%	2%	19%	-3%	?	0%[60.1 µM]	.	-12%	-5
10	C=CCNC(=O)COC(=O)c1cc(S(=O)(=O)N2CCCCC2)ccc1Cl	-8%	4%	9%	-8%	9%	-8%	0%	-9%	-13
11	COCCn1cnc2c1c(=O)n(CC(=O)OCC#N)c(=O)n2Cc1ccccc1	-15%	-2%	0%	-10%	?	4%	-3%	-1%	0
12	O=C(/C=C/c1ccco1)NCCCN1CCN(CCCNC(=O)/C=C/c2ccco2)CC1	-4%	-8%	8%	22%	7%	-10%	?	-13%	-9
13	COc1ccc(/C(C)=N/NC(=O)CCC(=O)Nc2ccc(Cl)cc2Cl)c(OC)c1	?	1%	3%	31%	-6%	-5%	11%	-10%	2
14	CN(C)c1ccc(/C=C2/C[N+](C)(C)C/C(=C/c3ccc(N(C)C)cc3)C2=O)cc1	.	101%[activator]	?	.	50µM*	-25%	.	?	9
15	C=CCSc1nnc(NC(=O)CSc2nc3ccccc3[nH]2)s1	-19%	4%	-29%	?	-5%	-32%	?	?	-7
16	O=C(c1ccc(Cl)c(S(=O)(=O)N2CCOCC2)c1)N1CCN(c2ccccc2)CC1	-9%	-1%	0%	0%	-21%	-8%	11%	-6%	-6
17	Cc1cccc(-c2noc(-c3ccc(NCc4ccccc4)c([N+](=O)[O-])c3)n2)c1	-5%	-2%	-1%	18%	-23%	-3%	.	2%	-2
18	COc1ccc([C@@H]2[C@@H](C(=O)C(C)(C)C)N3N=Cc4ccccc4[C@@H]3C23C(=O)OC(C)(C)OC3=O)cc1OC	3%	2%	19%	32%	?	-8%	?	-12%	6
19	COCCCn1c(SCc2nnc(-c3ccc(OC)c(OC)c3)o2)nnc1-c1ccncc1	0%	-4%	10%	-19%	444%[activator]	8%	1%	-8%	-2
20	CCCC(C)NC(=O)CN(Cc1ccco1)S(=O)(=O)c1ccccc1 (centres undefined)	.	2%	24%	.	13%	-20%	9%	-3%	-6
21	NS(=O)(=O)c1ccc(CCNC(=O)CNC(=O)C2CCCCC2)cc1	-2%	-7%	-27%	38%	118%[activator]	-4%	-1%	-6%	-1
22	COC(=O)c1ccc(C(=O)N2CCCC(N3CCN(c4ccccc4)CC3)C2)nc1 (centres undefined)	-6%	-7%	-14%	28%	-8%	2%	74%[activator]	-13%	0
23	CC(C)C[C@H]1CNC(=S)N1CC1CCN(CCC2CCCC2)CC1	.	-13%	0%	.	5%	-4%	.	-12%	-7
24	CC(C)n1c(NCc2nc3ccccc3n2C)nc2ccccc21	-15%	-2%	2%	-1%	-17%	-21%	-4%	-6%	-8

# Part of the list above, with values under each structure:
# Order of results: Anesthetic bind, ERG-DNA inh, RGS4 inhibitor, Pol beta inh, ALOX12 inh, Pol kappa inh, APE1 inh, Pol eta inh, LDHA block
18) COc1ccc([C@@H]2[C@@H](C(=O)C(C)(C)C)N3N=Cc4ccccc4[C@@H]3C23C(=O)OC(C)(C)OC3=O)cc1OC
    3%, 2%, 19%, 32%, ?, -8%, ?, -12%, 6
15) C=CCSc1nnc(NC(=O)CSc2nc3ccccc3[nH]2)s1
    -19%, 4%, -29%, ?, -5%, -32%, ?, ?, -7
24) CC(C)n1c(NCc2nc3ccccc3n2C)nc2ccccc21
    -15%, -2%, 2%, -1%, -17%, -21%, -4%, -6%, -8
14) CN(C)c1ccc(/C=C2/C[N+](C)(C)C/C(=C/c3ccc(N(C)C)cc3)C2=O)cc1
    ., 101%[activator], ?, ., 50µM*, -25%, ., ?, 9

# The listing continues.
entry	Structure	Anesthetic bind	ERG-DNA inh	RGS4 inhibitor	Pol beta inh	ALOX12 inh	Pol kappa inh	APE1 inh	Pol eta inh	LDHA block
25	Cn1c(SCC(=O)N2CCCc3ccccc32)nnc1-c1ccco1	-9%	6%	14%	53%	i	-11%	4%	-10%	-6
26	CN1CCCCCC1C(=O)N1CCC(N2CCC(C(=O)N3CCOCC3)CC2)CC1 (centres undefined)	0%	1%	4%	0%	-13%	0%	0%	-11%	-10
27	COc1ccc(CN2C(=O)COc3ccccc32)cc1	?	-1%	9%	42%	87%[activator]	-5%	-1%	-16%	-6
28	CCOc1cc(C(c2c(C)[nH][nH]c2=O)c2c(C)[nH][nH]c2=O)cc(Cl)c1O	3%	0%	-4%	52%	-16%	-2%	-8%	10%	4
29	O=C(Nc1cccc(C(F)(F)F)c1)c1noc2c1CCc1ccccc1-2	-9%	1%	-19%	-17%	-5%	-9%	.	-6%	-3
30	Brc1ccc(C2=CC(c3cccs3)n3ncnc3N2)cc1 (centres undefined)	274%[activator]	4%	?	50µM*	40µM*	-24%	0%	?	1
31	COc1cc(NC(=O)COCc2cc(-c3ccc(F)cc3)on2)cc(OC)c1OC	-1%	-2%	-21%	13%	-5%	-4%	.	-23%	-1
32	S=C1NCN(C2CCCCC2)CN1c1ccccc1	-2%	-18%	0%	-1%	?	10%	0%	-13%	0
33	COc1ccccc1OCC#CCn1ccnc1	-7%	-25%	-14%[56.9 µM]	30%	-19%	0%	-8%	-4%	-20
34	CC(=O)N(c1ccc(C)cc1)S(=O)(=O)c1ccc(Cl)cc1	-16%	4%	2%	34%	-30%	5%	0%	-16%	-5
35	CN1CCc2c(n(CC(O)CN(CCO)CCO)c3ccccc23)C1=O (centres undefined)	-2%	-13%	-22%	2%	-13%	-5%	13%	-7%	-1
36	c1ccc(CCc2nn3c(C4COc5ccccc5O4)nnc3s2)cc1 (centres undefined)	?	.	?	-8%	?	-9%	9%	-15%	-6
37	Cc1ccc(-c2nc(C#N)c(NCCc3ccccn3)o2)cc1	-16%	-3%	-2%	47%	0%	-2%	3%	-12%	-5
38	Cc1ccsc1C(=O)NNC(=S)NC1CCCCC1	-20%	3%	-32%	1%	i	-17%	-5%	-18%	-2
39	Cc1ccccc1NC(=O)Cn1cnc2c(oc3ccccc32)c1=O	-12%	1%	-15%	?	-2%	-15%	15%	-10%	-9
40	CC(NC(=O)Cc1c(F)cccc1Cl)C1CCCO1 (centres undefined)	0%	-6%	-8%	-29%	11%	-2%	1%	-8%	-3
41	c1ccc2nc(N3CCN(Cc4ccc5c(c4)OCO5)CC3)cnc2c1	-21%	-3%	-6%	?	?	-8%	0%	-25%	-4
42	CCOCCCNC(=S)N1CCC(NC(=O)C23CC4CC(CC(C4)C2)C3)CC1	-6%	36%[activator]	0%	16%	0%	-3%	?	4%	-8
43	Cc1nn(-c2ccccc2)c(C)c1/C=C/C(=O)OC(C)C(=O)Nc1ncc(Cl)cc1Cl (centres undefined)	-10%	.	-12%	14%	8%	-25%	-3%	-10%	-1
44	COc1cccc(OC)c1C(=O)N1CCN(S(=O)(=O)c2ccc(C)cc2)CC1	-22%	-1%	7%	27%	0%	0%	8%	-15%	-2

# 4 entries drawn at random from the list so far:
entry	Structure	Anesthetic bind	ERG-DNA inh	RGS4 inhibitor	Pol beta inh	ALOX12 inh	Pol kappa inh	APE1 inh	Pol eta inh	LDHA block
43	Cc1nn(-c2ccccc2)c(C)c1/C=C/C(=O)OC(C)C(=O)Nc1ncc(Cl)cc1Cl (centres undefined)	-10%	.	-12%	14%	8%	-25%	-3%	-10%	-1
42	CCOCCCNC(=S)N1CCC(NC(=O)C23CC4CC(CC(C4)C2)C3)CC1	-6%	36%[activator]	0%	16%	0%	-3%	?	4%	-8
37	Cc1ccc(-c2nc(C#N)c(NCCc3ccccn3)o2)cc1	-16%	-3%	-2%	47%	0%	-2%	3%	-12%	-5
41	c1ccc2nc(N3CCN(Cc4ccc5c(c4)OCO5)CC3)cnc2c1	-21%	-3%	-6%	?	?	-8%	0%	-25%	-4
